Assay outcomes deposited in PubChem by The Scripps Research Institute Molecular Screening Center.
M5 ag: agonists of human muscarinic M5 receptor (CHRM5); CHO-K1 hM5 cells, Fluo-8 calcium fluorescence; 0% DMSO wells, 100% maximal acetylcholine response; activation, % at 3 µM; 360,000 compounds, 0.19% hits; AID 624037;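 active means activation above the run's mean over test compounds plus 3 SD, cut at about 23% in these data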;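 further: signal is peak over basal fluorescence ratio across the kinetic read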
Target sequence (P08912 whole entry, looked up): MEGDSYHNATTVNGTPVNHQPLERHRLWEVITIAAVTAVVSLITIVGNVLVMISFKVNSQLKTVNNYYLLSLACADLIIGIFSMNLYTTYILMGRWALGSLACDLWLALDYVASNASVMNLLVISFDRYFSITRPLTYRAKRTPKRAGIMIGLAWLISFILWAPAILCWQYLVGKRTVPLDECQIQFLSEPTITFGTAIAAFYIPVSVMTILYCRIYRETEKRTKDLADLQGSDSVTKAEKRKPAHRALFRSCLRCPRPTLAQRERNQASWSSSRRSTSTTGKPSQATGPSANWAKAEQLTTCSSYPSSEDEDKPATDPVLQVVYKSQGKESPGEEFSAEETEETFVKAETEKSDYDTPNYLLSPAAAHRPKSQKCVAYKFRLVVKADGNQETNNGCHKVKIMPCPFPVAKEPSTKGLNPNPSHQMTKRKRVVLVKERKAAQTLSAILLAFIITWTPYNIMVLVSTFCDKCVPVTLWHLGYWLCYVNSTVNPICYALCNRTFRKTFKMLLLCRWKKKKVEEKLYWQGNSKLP
CHRM4 antagonist: blocks acetylcholine activation of human M4 receptor; CHO-hM4 cells, ACh EC80, Fluo-8 calcium fluorescence; inhibition, % at 3 µM; AID 624125; P08173; 360,000 compounds, 0.73% hits;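 active means inhibition above its plate's cutoff, the mean inhibition of sample wells plus 3 SD, cut at about 27% in these data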;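 further: 0% = acetylcholine EC80 with DMSO and 100% = DMSO without agonist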
Target sequence (P08173 whole entry, looked up): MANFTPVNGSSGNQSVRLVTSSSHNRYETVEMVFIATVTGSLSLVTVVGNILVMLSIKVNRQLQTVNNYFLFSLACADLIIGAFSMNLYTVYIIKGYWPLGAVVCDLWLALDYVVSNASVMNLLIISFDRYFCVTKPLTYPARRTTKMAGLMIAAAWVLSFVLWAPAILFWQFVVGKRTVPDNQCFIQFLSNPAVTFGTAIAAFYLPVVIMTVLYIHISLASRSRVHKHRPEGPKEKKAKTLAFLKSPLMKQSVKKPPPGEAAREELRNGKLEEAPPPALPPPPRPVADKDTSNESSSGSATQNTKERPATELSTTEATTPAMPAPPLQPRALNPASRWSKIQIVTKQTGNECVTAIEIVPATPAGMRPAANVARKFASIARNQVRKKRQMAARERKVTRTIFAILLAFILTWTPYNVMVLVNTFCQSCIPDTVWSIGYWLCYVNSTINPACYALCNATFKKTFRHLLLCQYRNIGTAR
CHRM5 antagonist: CHRM5 antagonism in calcium assay; P08912; CHO-hM5 cells, Fluo-8 calcium fluorescence, ACh EC80; inhibition, % at 3 µM; 360,000 compounds, 0.59% hits; AID 624040;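 active means inhibition above a per-plate cutoff, the mean of that plate's test compounds plus 3 SD, cut at about 27% in these data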;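 further: 0% = acetylcholine EC80 with DMSO and 100% = DMSO without agonist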
CHRM5 PAM: CHRM5 positive allosteric modulation; P08912; CHO-K1 hM5, Fluo-8 calcium, ACh EC20 PAM; 0% = ACh EC20, 100% = ACh EC100; activation, % at 3 µM; 360,000 compounds, 0.3% hits;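 active means activation above the run cutoff, the mean activation of all test compounds plus 3 SD, cut at about 18% in these data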
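system = human M5 receptor in CHO-K1 cells | reagent = EC20 acetylcholine as agonist stimulus | compound dosing = single-point, 3 µM nominal | incubation = Fluo-8 loading 80 min at 37 °C plus 30 min room temperature | detection = Fluo-8 calcium dye fluorescence, kinetic read | benchmarks = low control EC20 acetylcholine (0%), high control EC100 acetylcholine (100%)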
CHO-K1 Ca antag: nonselective inhibitor or artifact in parental CHO-K1 cells; 360,000 compounds, 0.6% hits; ATP-induced calcium, Fluo-8 fluorescence; inhibition, % at 3 µM;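 active means inhibition above a per-plate cutoff, the plate's mean sample inhibition plus 3 SD, cut at about 24% in these data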;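 further: 0% = DMSO plus EC80 ATP and 100% = DMSO alone without ATP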
CHRM4 PAM: positive allosteric modulators of human muscarinic M4 receptor; CHO-K1 hM4/Gqi5, Fluo-8 calcium fluorescence, ACh EC20; 0% = ACh EC20, 100% = maximal ACh; activation, % at 3 µM; P08173; 360,000 compounds, 0.4% hits; AID 624126;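 active means activation above its plate's cutoff, the mean activation of sample wells plus 3 SD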; further: some results filed as inactive read as strong as hits
CHO-K1 Ca PAM: M1 PAM counterscreen hit in parental CHO-K1 cells. ATP EC20, Fluo-8 calcium fluorescence; 0% at ATP EC20, 100% at ATP max. activation, % at 3 µM. 360,000 compounds, 0.02% hits. AID 602247;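 active means activation above the run cutoff, the mean activation of all test compounds plus 3 SD, cut at about 40% in these data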;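 further: peak over basal fluorescence ratio in a 140 s read after ATP addition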
CHO-K1 Ca ag: M1 agonist counterscreen hit in parental CHO-K1 cells; activation, % at 3 µM; AID 602248; Fluo-8 calcium fluorescence; scaled to maximal ATP response, vehicle zero; 360,000 compounds, 0.48% hits; in the data active means activation above about 15%;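 further: untransfected CHO-K1 host cells lacking M1 receptor as counterscreen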
M4 ag: CHRM4 agonism in calcium assay. CHO-K1 hM4/Gqi5, Fluo-8 calcium fluorescence; vehicle 0%, full acetylcholine response 100%. activation, % at 3 µM. P08173. 360,000 compounds, 0.14% hits;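 active means activation above the run mean over all test wells plus 3 SD, cut at about 32% in these data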;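 further: peak over basal fluorescence ratio per well then scaled between controls; 0% = DMSO wells and 100% = acetylcholine at EC100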
* hit, by the source's call.

Value order – M5 ag	CHRM4 antagonist	CHRM5 antagonist	CHRM5 PAM	CHO-K1 Ca antag	CHRM4 PAM	CHO-K1 Ca PAM	CHO-K1 Ca ag	M4 ag
COC(=O)C(Cc1c[nH]c2ccccc12)NC(=O)c1ccc2nc[nH]c2c1 (centres undefined)
 : -1	0	2	1	-3	0	4	2.4	1
CC(Sc1nc2ccccc2[nH]1)C(=O)NC1CCCCC1C (centres undefined)
 : -3	0	3	2	-4	7	-1	0.5	2
COc1ccc2c(c1)c1c3n2CCN(C)C3=NCC1
 : 1	-6	-2	7	7	15*	-4	-0.8	1
Cc1snc(SCc2cccc(Cl)c2)c1C#N
 : -7	-4	5	2	1	-1	-20	-0.8	0
CCCNC(=O)c1cc(C2CCCN(C(=O)c3cc(F)ccc3C)C2)on1 (centres undefined)
 : 1	0	-6	2	-6	-5	7	0.8	2
CNC(=S)N(CCc1c(C)[nH]c2ccc(C)cc12)Cc1cccnc1
 : 0	-4	6	-6	13	-6	-4	-0.1	1
CN1CCN(C2CC(=O)N(CCc3ccccc3)C2=O)CC1 (centres undefined)
 : -21	-9	0	5	-8	-1	1	0.5	1
CCOC(=O)NC(=O)CSc1nnnn1-c1ccccc1
 : 2	-6	-1	3	-5	9	5	0.2	1
C/C(=N/NC(=O)CNc1ccc(Cl)cc1C)c1ccc(C)cc1
 : 2	-1	4	-6	1	-3	10	0.0	1
CC(C)(C)c1ccc(C(=O)Nc2sc3c(c2C(=O)O)CCC3)cc1
 : -3	-12	6	-3	-4	13	14	2.1	4
COc1ccc(Cl)cc1NC(=O)C(C)N1CCc2ccccc21 (centres undefined)
 : -12	-9	5	-9	-18	-8	9	-0.2	-2
Cc1ccc(CNC(=S)NCc2ccncc2)cc1
 : 4	-4	0	1	-4	-1	-2	4.2	6
O=C(Nc1cccc(C(=O)O)c1)/C(=C\c1ccc(F)cc1)NC(=O)c1ccco1
 : -1	-8	0	3	-20	7	17	1.7	1
O=C(CSc1nc(C2CC2)nc2ccccc12)N1CCc2ccccc21
 : 2	-8	8	-1	5	0	-12	-0.7	1
Cn1c(Cl)nc2c1c(=O)n(Cc1cccc(Br)c1)c(=O)n2C
 : 3	7	-4	4	-22	6	21	2.9	3
COc1ccccc1C1=NC(c2ccccc2)CN1c1ccccc1 (centres undefined)
 : -5	-7	-9	6	-5	-6	11	0.4	0
Cc1cc(C)c(S(=O)(=O)N2CCC(C(=O)OCc3c(C)noc3C)CC2)c(C)c1
 : 2	0	4	-5	-11	-2	4	4.5	6
O/N=C1\CC2(Cc3nonc31)OCCO2
 : -3	-6	3	3	-11	3	22	0.8	0
CCC(=O)N1CCc2cc(OC)c(OC)cc2C1COc1ccc(F)cc1 (centres undefined)
 : -3	-1	13	-1	-14	6	1	1.8	1
CC1CCC2(CC1)NC(=O)N(CC(=O)N1CCN(C(=O)c3ccco3)CC1)C2=O (centres undefined)
 : 3	-2	7	-1	2	8	18	0.1	2
Cc1ccc2c(c1)N(C(=O)CCC(=O)NCCCN(C)Cc1ccccc1)CCO2
 : -3	6	-2	0	-6	-3	16	0.6	0
OCCC1CN(Cc2ccc(Oc3ncccn3)cc2)CCN1Cc1ccc(F)c(F)c1 (centres undefined)
 : -2	7	0	3	-12	-2	1	0.6	2
CC1=C(C(=O)N(C)C)CC(CC(=O)NCCCN(C)C)C(=O)N1CCC1=CCCCC1 (centres undefined)
 : 2	1	2	-3	-24	5	31	0.8	0
CC(=O)Nc1ccc(S(=O)(=O)NCCC(=O)OCc2ccccc2F)cc1
 : 5	-9	-4	-2	9	11	-15	4.3	10
CN(Cc1ncc[nH]1)Cc1cn(-c2ccccc2)nc1-c1ccc2c(c1)OCO2
 : -1	10	-1	1	-3	0	-4	0.9	4
Cc1ccsc1C(=O)OCC(=O)NCCC1=CCCCC1
 : -2	-4	1	1	-8	2	14	0.5	0
[O-]/[N+](=C/c1ccco1)c1ccccc1
 : -2	-5	4	2	0	10	13	0.5	2
Cc1nc(Nc2ccc(C(=O)O)cc2)sc1-c1ccccc1
 : 3	-12	1	1	10	5	4	1.5	2
CCOC(=O)N1CCN(C(=O)CSc2ccc(-c3ccc(OC)cc3)nn2)CC1
 : 2	2	5	1	0	2	-15	1.0	2
COc1ccc(Br)c(C(=O)Nc2cccc(S(=O)(=O)N3CCOCC3)c2)c1
 : 3	3	4	-1	-27	-1	15	2.6	4

Brought forward from above: 6 compounds, then new ones.
Value order – M5 ag	CHRM4 antagonist	CHRM5 antagonist	CHRM5 PAM	CHO-K1 Ca antag	CHRM4 PAM	CHO-K1 Ca PAM	CHO-K1 Ca ag	M4 ag
CN(Cc1ncc[nH]1)Cc1cn(-c2ccccc2)nc1-c1ccc2c(c1)OCO2
 : -1	10	-1	1	-3	0	-4	0.9	4
Cc1ccsc1C(=O)OCC(=O)NCCC1=CCCCC1
 : -2	-4	1	1	-8	2	14	0.5	0
[O-]/[N+](=C/c1ccco1)c1ccccc1
 : -2	-5	4	2	0	10	13	0.5	2
Cc1nc(Nc2ccc(C(=O)O)cc2)sc1-c1ccccc1
 : 3	-12	1	1	10	5	4	1.5	2
CCOC(=O)N1CCN(C(=O)CSc2ccc(-c3ccc(OC)cc3)nn2)CC1
 : 2	2	5	1	0	2	-15	1.0	2
COc1ccc(Br)c(C(=O)Nc2cccc(S(=O)(=O)N3CCOCC3)c2)c1
 : 3	3	4	-1	-27	-1	15	2.6	4
COc1ccc(C(=O)Cc2cc(OC)c(OC)cc2C(=O)c2ccccc2F)cc1OC
 : -5	-2	-6	-7	8	1	13	-0.4	1
CCC(C)N(C(=O)CSc1nnc2ccccn12)C1CCS(=O)(=O)C1 (centres undefined)
 : 2	-3	2	6	-5	6	7	0.8	2
CCC/C=C/c1ccc(CN2C(CC(C)C)C(=O)N(Cc3cn(CCC4OCCCO4)nn3)CCS2(=O)=O)cc1 (centres undefined)
 : 1	9	2	0	-13	-6	29	0.4	7
COCCN1C(=O)c2ccc(C(=O)NCc3cccnc3)cc2C1=O
 : 2	18	8	-5	7	-7	-6	0.6	2
Cc1cccc(OC(=O)c2cncc(Br)c2)c1
 : -2	-5	-15	3	6	-1	-3	2.3	0
O=C(O)C1CCCN1S(=O)(=O)c1cccc2nsnc12 (centres undefined)
 : 0	2	2	1	20	0	5	-0.4	1
NC(=NC1CCCCC1)c1ccc([N+](=O)[O-])cc1
 : -2	0	5	1	4	-2	0	0.0	0
CC1(C)C(=O)Nc2ccccc2N1C(=O)COc1ncnc2c(Cl)cc(Cl)cc12
 : 4	8	-6	-8	-7	-23	3	4.5	12
COC(=O)CNS(=O)(=O)c1ccc(OC)cc1
 : -8	4	3	-10	2	2	6	0.1	1
O=C(CN(C(=O)c1ccccc1Cl)C1CCCCC1)Nc1ccc(Cl)c([N+](=O)[O-])c1
 : -4	6	-1	1	-5	-6	15	1.1	1
O=C(Nc1nnc(SCc2ccc(F)cc2)s1)C1Cc2ccccc2CN1C(=O)c1ccco1 (centres undefined)
 : 3	12	-2	3	-5	-3	-3	0.2	2
Cc1c(N2C(=O)/C(=C\c3ccccc3O)SC2=S)c(=O)n(-c2ccccc2)n1C
 : -3	-6	3	6	-12	3	13	0.7	1
CCCc1nnc(SCC(=O)Nc2ccc(C(=O)OCC)cc2)o1
 : 0	8	17	-6	-11	-1	9	5.5	1
CCN(CC(=O)Nc1cccc(OC)c1)CC(=O)Nc1ccc(C)cc1Cl
 : -5	3	-2	2	-13	0	17	1.1	1
CN(C)CCN(C(=O)c1ccc2c(c1)OCCO2)c1nc2cc3c(cc2s1)OCO3
 : -3	1	-6	3	1	3	4	0.7	2
CCCCC1CCC(C(=O)N(CCCC)c2c(N)n(CCCC)c(=O)[nH]c2=O)CC1 (centres undefined)
 : -5	4	22	-7	17	-9	-17	-0.2	0
Cc1ccc2c(c1)C(c1ccccc1)N(C(=O)c1cc3ccccc3oc1=O)CC(=O)N2 (centres undefined)
 : 3	0	-1	-1	0	0	-4	1.0	3
O=C(/C=C/c1cccs1)NCc1ccccc1
 : -6	3	3	4	-4	3	-15	-0.5	0
CCc1nc(Nc2ccccc2)c2nnn(Cc3ccccc3)c2n1
 : 0	-3	-10	5	-10	5	20	1.2	0
CC(NC(=O)Cn1cc2c(n1)CCCCC2)c1ccccc1 (centres undefined)
 : 0	-12	1	-8	-3	2	13	-0.2	1
COc1cc(/C=N/NC(=O)c2cccc3ccccc23)cc(OC)c1O
 : -2	3	9	-7	17	4	-30	-0.2	2
O=C1C2CCCN2C(c2cccs2)N1c1ccc(F)cc1 (centres undefined)
 : -3	0	7	-2	7	-5	-5	2.8	1
CCc1nc(SCC(=O)NCCc2ccccc2)n[nH]1
 : -1	6	3	1	-4	3	17	0.4	1
Nc1ccc(S(=O)(=O)NC(Cc2ccccc2)C(=O)O)cc1 (centres undefined)
 : 0	1	13	-7	3	-7	-13	-0.1	-1
C=CCN1C(=O)NC2(O)C(=O)c3ccccc3C12O (centres undefined)
 : -2	-10	3	-2	-4	11	14	0.0	1
Cc1c(CC(=O)O)c(=O)oc2c(C)c(OCc3c(F)cccc3Cl)ccc12
 : -7	0	10	-2	7	-2	6	-0.4	1
CCOC(=O)N1CCN(C(=S)NC(=O)c2ccc(Br)cc2)CC1
 : 1	-3	-4	10	-7	2	-7	-1.0	0
COC(=O)Cn1c(=O)sc2ccccc21
 : 1	14	-6	4	-7	4	8	0.5	1
CCn1c(SC(C)C(=O)NC2CCCC2)nc2cc(S(N)(=O)=O)ccc21 (centres undefined)
 : 0	-3	10	3	-3	15	-12	0.1	2
COc1cccc(/C=C/C(=O)NCCc2ccc(OC)c(OC)c2)c1
 : 2	-2	0	-2	12	3	-4	0.8	5
CS(=O)(=O)Cc1cc(N2CCCC2)nc(-c2ccccc2)n1
 : -4	2	6	-6	6	7	12	0.6	1
CC(=O)Nc1cc(-c2ccc(F)cc2)cn2c(-c3ccc(F)cc3)cnc12
 : -1	18	6	-2	4	1	2	6.0	0
